Assay outcomes (PubChem)
GAA inhib = alpha-glucosidase (human) inhibition | P10253 | purified human GAA, 4-MU-alpha-glucoside fluorescence | Potency, µM (titrated, usually from 76.9 µM), for the others: top-dose activity change, negative = inhibition, usual class: inhibitors | 200,000 tested, 0.005% active;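 further: potency means the concentration at half of the fitted maximal effect; plate controls were uninhibited enzyme wells for no effect and no-enzyme background for full effect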
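Fluorescence at Ex 365/Em 440 nm from 4-methylumbelliferone reported enzyme activity after 20 min at room temperature. Reactions used 4 nM enzyme and 400 uM substrate at pH 5.0; curves fitted with the Hill equation.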
HTT ATP protect = protects HTT-Q103 PC12 cells, measured by ATP. PC12 HTT-Q103 induced, cytoprotection, ATP luminescence, 40 h. Potency, µM (top dose mostly 56.4 µM), without a hit: cytoprotection (ATP increase), hits mostly activators. 230,000 tested, 0.14% active. AID 1471;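 further: potency means the concentration at half of the fitted maximal effect; % of control where 0% means no effect; nearly all actives have a fitted effect of over 45% in size; toxic huntingtin expression switched on by the ecdysone agonist tebufenozide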
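PC12 cells stably carrying ecdysone-inducible Htt exon 1 (Q103)–GFP were induced with 100 nM tebufenozide (final) alongside library compounds in a dose series. Cytoprotection was scored as retained ATP by ATPlite luminescence.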
CBFb RUNX1 block = inhibitors of human CBF-beta and RUNX1 interaction. AlphaScreen CBFb-His/RUNX1-biotin binding, biochemical. Potency, µM (highest dose often 59.8 µM), for inactives: at the highest dose activity, negative = inhibition, usual class: inhibitors. 230,000 tested, under 10 active. AID 1477. Q01196+Q13951; further: % of control where 0% means no effect
Target sequence (Q01196 whole entry, looked up): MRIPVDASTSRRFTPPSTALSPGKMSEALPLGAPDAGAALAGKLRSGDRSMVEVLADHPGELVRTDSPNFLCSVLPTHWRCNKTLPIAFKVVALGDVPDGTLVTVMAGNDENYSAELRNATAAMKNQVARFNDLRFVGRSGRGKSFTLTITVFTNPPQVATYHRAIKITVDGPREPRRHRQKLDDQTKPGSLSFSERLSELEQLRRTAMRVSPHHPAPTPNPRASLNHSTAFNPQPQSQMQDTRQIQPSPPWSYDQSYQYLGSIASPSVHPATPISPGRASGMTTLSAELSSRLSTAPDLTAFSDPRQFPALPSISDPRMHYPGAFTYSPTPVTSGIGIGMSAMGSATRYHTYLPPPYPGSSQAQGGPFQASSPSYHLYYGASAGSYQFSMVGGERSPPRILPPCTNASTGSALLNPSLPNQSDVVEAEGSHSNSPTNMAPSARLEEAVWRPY
Target sequence (Q13951 whole entry, looked up): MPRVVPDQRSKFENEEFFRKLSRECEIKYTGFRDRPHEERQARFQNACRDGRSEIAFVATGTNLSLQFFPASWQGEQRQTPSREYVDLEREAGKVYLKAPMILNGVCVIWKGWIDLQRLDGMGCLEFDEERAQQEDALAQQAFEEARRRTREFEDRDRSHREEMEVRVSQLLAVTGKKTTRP
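Compounds were screened at multiple concentrations against a preformed CBF-beta(His)/RUNX1(biotin) complex (30 nM of each) for 15 min at room temperature, followed by 90 min with nickel and streptavidin beads and AlphaScreen reading.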
GAA glycogen = inhibitors or activators of human alpha-glucosidase glycogen cleavage; recombinant GAA, glycogen substrate, Amplex Red glucose oxidase fluorescence; 300,000 tested, 0.38% active; Potency, µM (series often up to 76.4 µM), for the others: at the top dose activity change, negative = inhibition, usual class: inhibitors; P10253;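 further: potency means the concentration at half of the fitted maximal effect; 0% = full enzyme reaction and -100% = no-enzyme basal signal; the screen sought inhibitors and activators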
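Recombinant human alpha-glucosidase (4 nM final) hydrolysed bovine liver glycogen (30 ug) for 40 min at 37 C in pH 5.0 citrate/phosphate with 0.01% Tween-20. Released glucose detected by glucose oxidase/Amplex Red, Ex 573/Em 610 nm. Compounds up to 77 uM; AC50 from Hill fits.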
HTT aggregate = inhibitors of mutant huntingtin aggregate formation in PC12 cells | AID 1688 | 220,000 tested, 1.1% active | Potency, µM (highest dose often 46.1 µM), for the others: at the highest dose activity change, negative = inhibition, usual class: inhibitors | PC12 HttQ103-GFP aggregates, Acumen cytometry, 40 h; further: potency means the concentration at half of the fitted maximal effect; on the % scale 0 is the no-effect control and ±100 the full control effect; nearly all actives have a fitted effect of over 60% in size
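Compounds (qHTS titration) were added to PC12 cells expressing an ecdysone-driven HTT exon 1 Q103–GFP fusion after induction with 100 nM tebufenozide. Aggregate formation was measured as GFP objects in cell lysates.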
aGlu spleen mod = lysosomal alpha-glucosidase (human) modulation; human spleen homogenate, 4-MU-alpha-glucoside fluorescence; Potency, µM (titrated, usually from 79.9 µM), for the others: at the highest dose activity change, negative = inhibition, hits mostly inhibitors; 240,000 tested, 0.006% active; AID 2112;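 further: potency means the concentration at half of the fitted maximal effect; 0% = enzyme with vehicle and -100% = no enzyme basal signal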
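AC50 values come from Hill-equation fits of concentration-response data, normalized to no-enzyme and full-activity controls. Enzyme source: 1 ug human spleen homogenate; 1 mM fluorogenic 4-MU glucoside, pH 5.0 citrate buffer, 37 C, 40 min.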
Lamin A splicing = changes lamin A minigene splicing in HeLa cells; HeLa LMNA splicing GFP/RFP minigene ratio, 48 h; 200,000 tested, 0.01% active; Potency, µM (series often up to 46.1 µM), without a hit: at the highest dose ratio change, negative = inhibition, hits mostly inhibitors; AID 1487; active means well fitted inhibition curve with a large enough effect in the signal ratio, with a control signal flat, not every such curve was filed as active; inconclusive means small, poorly fitted or top-dose-only effect, or effect the other way, or a change in a side signal; the % refers to the signal ratio; further: potency means the concentration at half of the fitted maximal effect; on the % scale 0 is the no-effect control and ±100 the full control effect
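Read-out is the ratio of GFP to DsRed2 object intensity, acquired by 488 nm laser-scanning cytometry on HeLa lamin A-EGFP minigene reporter cells. Compound incubation 48 hrs at 37 °C in Opti-MEM with 2% FBS; DMSO 0.5% final.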
* hit, by the source's call; ? = inconclusive; nt = not tested or not shown; [ ] = dose if it differs, or a comment. Unless noted, the call rests on the fitted dose curve; in most records, active means well fitted curve in the direction sought with a large enough effect; inconclusive means small, poorly fitted or top-dose-only effect, or another doubt; inactive means no such curve, though single readings can be large; an effect the other way counts as inactive or inconclusive. Outcome played no part in choosing rows. Share with any hit: about 1.5%.

#	Compound	GAA inhib	HTT ATP protect	CBFb RUNX1 block	GAA glycogen	HTT aggregate	aGlu spleen mod	Lamin A splicing
1	Cc1sc(N)nc1-c1cccs1	0%	14%[1.9 µM]	-3%	-1%	4%	-4%	-1%
2	O=C(Nc1sc2c(c1C(=O)O)CCCCC2)c1ccccc1	-7%	-39%[10 µM]	5%	-13%	10%[9.22 µM]	8%	nt
3	CC(=O)N1N=C(c2cccc(Cl)c2)OC1c1cccc([N+](=O)[O-])c1 (stereo not drawn)	-2%	15%[10 µM]	1%	11%	-26%	-3%	-6%
4	CCS(=O)(=O)Nc1cc(-c2nc3cccnc3s2)ccc1C	-2%	-18%	-1%	4%	?	1%	-11%
5	CC1=C(C(=O)Nc2ccccc2C)C(c2ccc(C)o2)n2c(s/c(=C/c3ccccc3)c2=O)=N1 (stereo not drawn)	2%	2%	-1%	-2%	-2%	-8%	-16%
6	O=C(O)c1cc(Cl)c(Cl)cc1C(=O)Nc1cccnc1	-3%	nt	0%	-4%	23%	-7%	nt
7	Cc1ccc(C(=O)OC2CCN(c3ccc([N+](=O)[O-])cc3)CC2)cc1	-8%	-9%	2%	7%	-9%	-5%	1%
8	COc1ccc(-c2nc(NC(=O)Cn3ccc(C(F)(F)F)n3)sc2C)cc1	0%	-3%[10 µM]	-2%	-2%	-3%	2%	?
9	FC(F)(F)c1ccccc1-c1cc(NCc2cccnc2)ncn1	nt	7%	nt	nt	nt	4%	0%
10	Cc1cc(C)c(-c2csc(NC(=O)c3cc([N+](=O)[O-])ccc3N3CCOCC3)n2)c(C)c1	3%	nt	?	-4%	-2%	0%	?
11	O=C(Nc1nc(-c2ccccc2)cs1)C1CCCCN1S(=O)(=O)c1ccccc1 (stereo not drawn)	-5%	-19%[10 µM]	-1%	-5%	-5%	-3%	?
12	N#Cc1c(Cl)cccc1N1CCC(C(N)=O)CC1	nt	13%[10 µM]	-8%	4.4µM*	-5%[9.22 µM]	11%	nt
13	COc1ccc(N2C(=O)CC(N3CCN(c4ccc(S(C)(=O)=O)cc4)CC3)C2=O)cc1 (stereo not drawn)	-1%	9%	-5%	-1%	8%[1.84 µM]	0%	12%
14	CC(OC(=O)C1=Cc2ccccc2OC1)C(=O)NC(C)(C)C (stereo not drawn)	11%	-5%[10 µM]	4%	2%	14%[9.22 µM]	1%	-1%[46 µM]
15	COC(=O)c1cc(-c2ccc(OC)c(OC)c2)n[nH]1	-6%	-5%	-3%	-22%	-4%	-14%	2%
16	Cc1nn(CC(=O)N2c3ccccc3NC(=O)C2(C)C)c(C)c1[N+](=O)[O-]	-3%	0%	2%	7%	24%	0%	5%[46 µM]
17	Cc1cc(-c2ccccc2)c2c3c(cn2n1)c(=O)n(C)c(=O)n3C	1%	-3%[10 µM]	6%	4%	-3%	-4%	4%
18	O=C(Nc1ccc(NC(=O)C23CC4CC(CC(C4)C2)C3)cc1)c1cc(F)c(F)cc1Cl	2%	-1%[10 µM]	7%	6%	8%	0%	-9%
19	Clc1ccccc1CNc1nc2ccccc2n2cnnc12	nt	-8%[10 µM]	5%	2%	-10%[9.22 µM]	5%	nt
20	O=C(O)C1CCCCC1C(=O)NCc1ccncc1 (stereo not drawn)	1%	nt	7%	-4%	10%	0%	-6%
21	CC(C)Oc1ccc(C(CC(=O)O)NC(=O)c2cccs2)cc1 (stereo not drawn)	-5%	9%	4%	3%	11%	-5%	-6%
22	Cc1cc(NC(=O)c2ccc(F)cc2F)n(-c2nc3ccccc3[nH]2)n1	?	-52%[inhibitor]	6%	3%	-4%	4%	7%
23	COc1cccc2cc(-c3ccnc(N)n3)oc12	-4%	-38%[inhibitor]	-7%	-7%	-1%	7%	nt
24	O=C(Cc1ccccc1)NCC(=O)OCc1ccc([N+](=O)[O-])cc1	-5%	14%[10 µM]	25%	-4%	3%	-1%	-3%
25	O=C1c2cccc3c(Nc4ccccc4Cl)c([N+](=O)[O-])cc(c23)C(=O)N1CCO	-12%	-74%[inhibitor]	-7%	-18%	10µM*	8%	?
26	CC(c1ccccc1)N1C(=O)/C(=C/c2ccncc2)SC1=S (stereo not drawn)	nt	-3%[10 µM]	-15%	-10%	-1%[9.22 µM]	1%	nt
27	CCCN(CCC)C(=O)Nc1ccc(F)cc1F	nt	-13%[10 µM]	20%	-4%	-11%[9.22 µM]	-3%	nt
28	CC(=O)c1sc(Nc2nc(C)cc(C)n2)nc1C	-16%	0%	2%	12%	7%[9.22 µM]	0%	1%
29	Cc1cc2ccccc2n1CCNC(=O)C(C)Oc1ccccc1 (stereo not drawn)	-25%	10%[10 µM]	21%	-8%	?	-5%	-7%
30	COc1ccccc1NC(=O)Oc1ccc(C(C)=O)cc1	6%	11%	-1%	-4%	14%	-12%	7%[0.0737 µM]

Only HTT aggregate, for two of the compounds above:
cpd	SMILES	HTT aggregate
23	COc1cccc2cc(-c3ccnc(N)n3)oc12	-1%
21	CC(C)Oc1ccc(C(CC(=O)O)NC(=O)c2cccs2)cc1 (stereo not drawn)	11%

More structures.
#	Compound	GAA inhib	HTT ATP protect	CBFb RUNX1 block	GAA glycogen	HTT aggregate	aGlu spleen mod	Lamin A splicing
31	Clc1ncccc1-c1nnn(-c2ccccc2)n1	nt	-35%[10 µM]	9%	13%	-14%[9.22 µM]	4%	nt
32	O=C1OC2(O)C3C4C=CC(C4)C3C(=O)N2c2ccccc21 (stereo not drawn)	nt	-7%[10 µM]	0%	-3%	4%[9.22 µM]	1%	nt
33	COc1cccc(OCC(=O)NNC(=O)C(=O)N2CCCC2)c1	-20%	-13%[10 µM]	0%	-5%	5%	5%	10%
34	CCOc1ccc(N=C(NC#N)SCC)cc1	2%	-13%[10 µM]	0%	-4%	-15%	-2%	-7%
35	CCC(=O)Nc1ccc(C(=O)N/N=C/c2c(C)[nH]c3ccccc23)cc1	14%	-44%[inhibitor]	-1%	21%	8%	6%	?
36	O=C(CCSc1ccccc1)N1CCN(c2ccccc2F)CC1	?	-4%[10 µM]	-3%	13%	4%[9.22 µM]	2%	nt
37	COc1ccc(Cl)cc1C(=O)N/N=C/c1ccc(N2CCOCC2)cc1	-1%	-28%	6%	23%	19%	-4%	nt
38	CC(=O)Nc1c(C(=O)O)[nH]c2ccccc12	0%	12%[10 µM]	2%	-3%	-11%	-5%	-4%
39	C=C(C)Cn1cnc2cc(C)c(C)cc21	-2%	-30%	-19%	7%	-6%	nt	nt
40	CC1(C)CCCN(C(=O)c2coc(=O)c(Br)c2)C1	?	-21%[0.074 µM]	-25%	-1%	-1%	11%	?
41	Cc1cccc(NC(=O)C2CCCN2C(=O)NC2CCCCC2)c1 (stereo not drawn)	14%	16%[10 µM]	-7%	2%	2%[9.22 µM]	15%	nt
42	O=C(COc1ccc([N+](=O)[O-])cc1)NCc1ccccc1	-9%	-10%	10%	-1%	6%	-18%	14%
43	CC(/C=C/c1ccco1)=N/NC(=O)OC(C)(C)C	4%	-7%[10 µM]	-2%	-6%	?	2%	-13%
44	O=C(Nc1nnc(C2CC2)s1)c1ccccn1	-5%	-84%[inhibitor]	-21%	10%	-23%	-7%	?
45	O=C(Nc1ncccc1Cl)C(Sc1ccccc1)c1ccccc1 (stereo not drawn)	2%	-26%	14%	3%	1%	-2%	?
46	Cc1cc(C)c(NC(=O)CN2C(=O)NC(CCc3ccccc3)C2=O)c(C)c1 (stereo not drawn)	-32%	3%	?	11%	8%	-2%	nt
47	CCOP(=O)(c1ccc(N(C)C)cc1)C(O)c1cccnc1 (stereo not drawn)	nt	3%[10 µM]	3%	2%	-16%[9.22 µM]	0%	nt
48	CCCCCNC(=O)C1CC(=O)OC12CCCCC2 (stereo not drawn)	8%	-33%[10 µM]	6%	-5%	-19%[9.22 µM]	-1%	16%[46 µM]
49	Cc1c(C)[n+](=O)c(-c2cccs2)c(C)n1[O-]	2%	-1%[10 µM]	-1%	4%	-16%	-1%	-13%
50	C=CCNC(=O)COC(=O)c1ccc(Sc2nncn2C)c([N+](=O)[O-])c1	1%	-18%[10 µM]	7%	-16%	10%	-18%	-19%[46 µM]
51	CC(=O)NS(=O)(=O)c1ccc(N=NN2CCOCC2)cc1	2%	12%[10 µM]	-6%	3%	23%	-6%	-14%
52	Cc1nn(-c2ccccc2)c(Cl)c1/C=N/NC(=O)c1ccc(NS(=O)(=O)c2cccs2)cc1	-8%	-160%[inhibitor]	4%	-6%	?	-2%	-2%[46 µM]
53	O=Cc1cn(CCC(=O)O)nc1-c1cccc(Br)c1	4%	-1%	0%	0%	15%[9.22 µM]	2%	6%[46 µM]
54	Cc1cccc(C(=O)N2CCc3c([nH]c4ccccc34)C2CC(C)C)n1 (stereo not drawn)	-3%	-19%	6%	8%	9%	-4%	nt
55	Cc1cc(C)c(S(=O)(=O)N2CCCOC2CNC(=O)C(=O)NCc2ccco2)c(C)c1 (stereo not drawn)	0%	38%[10 µM]	4%	14%	-7%	-3%	0%
56	Cc1ccc(Cn2c(SCC(C)C)nc3c2c(=O)n(C)c(=O)n3C)cc1	-2%	11%[1.9 µM]	-8%	-15%	0%	4%	9%
57	CCn1c(C)nc2cc(C(=O)NNS(=O)(=O)c3c(C)c(C)cc(C)c3C)ccc21	3%	-4%	3%	-7%	14%	1%	0%
58	CC(=O)C1CCC2C3CCC4=CC(=O)CC[C@]4(C)[C@@]3(F)C(O)C[C@]12C (stereo partly drawn)	-5%	-20%[10 µM]	2%	-1%	-12%[9.22 µM]	1%	nt
